CHT allo act: CHT positive allosteric modulators, primary screen, cell-based, membrane potential dye, choline EC20; CHT-expressing cells; active compounds read high; LV-AA mutant CHT in HEK293 cells; B-score at 10 µM; 310,000 tested, 0.49% active;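 active = initial fluorescence not abnormally high and integrated response B-score, plate-corrected, over 3 SD above library mean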
Target sequence (Q9GZV3 whole entry, looked up): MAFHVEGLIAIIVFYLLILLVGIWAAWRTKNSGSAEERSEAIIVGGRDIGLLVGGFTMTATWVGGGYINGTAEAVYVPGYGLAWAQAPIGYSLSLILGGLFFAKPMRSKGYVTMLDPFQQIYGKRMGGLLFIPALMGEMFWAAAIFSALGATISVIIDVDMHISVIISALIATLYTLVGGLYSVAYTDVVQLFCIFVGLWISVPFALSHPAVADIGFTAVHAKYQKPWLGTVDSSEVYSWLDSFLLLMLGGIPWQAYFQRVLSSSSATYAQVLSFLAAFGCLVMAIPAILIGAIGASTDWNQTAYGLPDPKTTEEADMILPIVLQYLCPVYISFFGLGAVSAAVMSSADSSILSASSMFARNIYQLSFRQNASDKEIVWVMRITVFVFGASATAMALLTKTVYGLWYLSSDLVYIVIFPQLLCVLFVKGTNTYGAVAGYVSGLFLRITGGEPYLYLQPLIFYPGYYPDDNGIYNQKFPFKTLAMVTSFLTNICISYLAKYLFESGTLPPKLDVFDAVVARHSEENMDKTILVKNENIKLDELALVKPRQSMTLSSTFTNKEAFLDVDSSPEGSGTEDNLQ
STK33 inh: inhibitors of purified STK33 kinase, primary screen, biochemical, ADP-Glo luminescence, homogeneous, cell-free; 320,000 tested, 0.073% active; AID 2661, 2010; inhibition, % at 10 µM; Serine/threonine-protein kinase 33 (Homo sapiens), Q9BYT3; MBP phosphorylation;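 active = inhibition at or above 25%, using the most active replicate where run in duplicate; inactive = inhibition below 25%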
Target sequence (Q9BYT3 whole entry, looked up): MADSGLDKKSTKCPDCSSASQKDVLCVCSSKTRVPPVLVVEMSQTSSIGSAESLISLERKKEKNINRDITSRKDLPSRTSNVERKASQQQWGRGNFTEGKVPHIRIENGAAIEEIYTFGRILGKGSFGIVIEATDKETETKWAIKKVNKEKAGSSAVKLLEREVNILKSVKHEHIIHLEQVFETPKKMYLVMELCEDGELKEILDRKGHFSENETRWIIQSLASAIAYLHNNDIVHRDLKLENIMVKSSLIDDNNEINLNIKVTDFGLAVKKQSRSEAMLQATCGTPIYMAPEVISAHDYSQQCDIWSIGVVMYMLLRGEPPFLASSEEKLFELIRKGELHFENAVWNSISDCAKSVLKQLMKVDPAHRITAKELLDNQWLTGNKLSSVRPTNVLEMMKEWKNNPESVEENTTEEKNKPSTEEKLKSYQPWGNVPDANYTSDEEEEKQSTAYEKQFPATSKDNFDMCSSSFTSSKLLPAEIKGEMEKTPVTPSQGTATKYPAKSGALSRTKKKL
CHT inh: inhibitors of human choline transporter CHT. High affinity choline transporter 1 (Homo sapiens), Q9GZV3. CHT-expressing cells, membrane potential dye, choline response; active compounds read low. B-score at 10 µM. 310,000 tested, 0.86% active;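 active = B-score over 3 SD under the library average, and starting fluorescence ratio not unusually high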;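 note: choline stimulus applied at its EC90 after an EC20 pre-addition; B-score computed on integrated fluorescence ratio after choline addition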
* = called active by the depositor.

For COc1cccc(CNS(=O)(=O)c2csc(C(N)=O)c2)c1 the results were CHT allo act inactive, STK33 inh -1.3 and CHT inh inactive.
CC1CC1C(=O)OCc1cc(=O)n2cc(Br)ccc2n1 (stereo not given) was read as CHT allo act inactive, STK33 inh 2.7 and CHT inh inactive.
For O=C(NCC1CCCN(C(=O)CN2CCCCC2)C1)c1ccccc1Cl (stereo not given) the results were CHT allo act inactive, STK33 inh -0.7 and CHT inh inactive.
O=C(Nc1cccc(NC(=O)c2ccc(Br)cc2)c1)c1ccccc1 was read as CHT allo act inactive, STK33 inh 0.8 and CHT inh inactive.
COC(=O)Cc1c[nH]c2ccc(OCC(O)CNC(C)C)cc12 (stereo not given) was read as CHT allo act inactive, STK33 inh -0.8 and CHT inh inactive.
`O=C(Nc1cc(C(F)(F)F)ccc1N1CCCCC1)c1ccc(Br)o1` gave CHT allo act inactive, STK33 inh 0.4 and CHT inh inactive.
For CCCCN(C(=O)CCC(=O)Nc1cc(C)on1)C(C(=O)NC(C)(C)C)c1ccccc1Cl (stereo not given) the results were CHT allo act inactive, STK33 inh -0.6 and CHT inh inactive.
For Cc1ccc(C(=O)Nc2nnc(S(=O)(=O)N3CCC(C)CC3)s2)cc1 the results were CHT allo act inactive, STK33 inh -1.5 and CHT inh inactive.
For CCOc1ccc(N2CSC(=S)N(c3ccc(OCC)cc3)C2)cc1 the results were CHT allo act inactive, STK33 inh -1.2 and CHT inh inactive.
COc1cccc(/C=C(/CC(=O)Nc2ccc(N3CCOCC3)cc2)c2nc3ccccc3s2)c1 was read as CHT allo act inactive, STK33 inh -0.6 and CHT inh inactive.
For Cc1ccc(C)c(S(=O)(=O)N2CCN(CC(=O)N3CCc4ccccc4C3)CC2)c1 the results were CHT allo act inactive, STK33 inh 1.5 and CHT inh inactive.
For CCOC(=O)c1cnc(SCC(=O)N2CCN(C(=O)c3ccco3)CC2)nc1N the results were CHT allo act inactive, STK33 inh -1.2 and CHT inh inactive.
For COc1ccccc1OCCNC(=O)CC(NC(C)=O)c1ccccc1 (stereo not given) the results were CHT allo act inactive, STK33 inh -0.3 and CHT inh inactive.
Screening O=C1CCCN1CCCNC(=S)Nc1ccc(Br)cc1Cl returned CHT allo act inactive, STK33 inh -1.4 and CHT inh inactive.
CC(C)c1ccc(OCc2ccc(C(=O)N3CCN(c4ccccn4)CC3)cc2)cc1 was read as CHT allo act inactive, STK33 inh -0.8 and CHT inh inactive.
Screening CCOC(=O)c1ccc(NC(=O)NC2CC3CCC(C2)N3)cc1 (stereo not given) returned CHT allo act inactive, STK33 inh -0.7 and CHT inh inactive.
`Cc1ccccc1-c1nnc(SCc2ccccc2)o1` gave CHT allo act inactive, STK33 inh 0.0 and CHT inh inactive.
`S=C(Nc1cccc(Cl)c1Cl)N1CCC2(CC1)OCCO2` gave CHT allo act inactive, STK33 inh -0.5 and CHT inh inactive.
O=C(NCC1c2ccccc2CCN1C(=O)CN1C(=O)c2ccccc2C1=O)C1CCCCC1 (stereo not given) was read as CHT allo act inactive, STK33 inh -0.8 and CHT inh inactive.
For Cc1nn(C)c(C)c1/C=C/C(=O)c1ccc(Cl)cc1Cl the results were CHT allo act inactive, STK33 inh -0.7 and CHT inh inactive.
Screening CC(=O)Nc1ccc(C(=O)NCC2CCCCC2)cc1 returned CHT allo act inactive, STK33 inh -0.2 and CHT inh inactive.
Cc1noc(C)c1COC(=O)c1ccccc1Oc1ccccc1 was read as CHT allo act inactive, STK33 inh -0.3 and CHT inh inactive.
Screening CC1CCCCN1C(=O)N[C@@H](Cc1ccccc1)C(=O)O (stereo not given in full) returned CHT allo act inactive, STK33 inh 0.1 and CHT inh inactive.
Screening CCCCc1cc(=O)oc2cc(C)c(CN3CCCC3)c(O)c12 returned CHT allo act inactive, STK33 inh 0.5 and CHT inh inactive.
CC1Cc2ccccc2N1C(=O)c1ccc(N2CCCC2)c([N+](=O)[O-])c1 (stereo not given) was read as CHT allo act inactive, STK33 inh -0.9 and CHT inh inactive.
Screening Cc1ccc2nc(NC(=O)CSc3nnc(C)c(=O)n3N)sc2c1 returned CHT allo act inactive and CHT inh inactive.
`COc1ccc(CNC(=O)C2CCCN(S(=O)(=O)N3CCC(C)CC3)C2)c(OC)c1` (stereo not given) gave CHT allo act inactive, STK33 inh 0.1 and CHT inh inactive.
Oc1c(Br)cc(Br)cc1/C=N/NC(=S)N[C@H]1CC2C=CC1C2 (stereo not given in full) was read as CHT allo act inactive, STK33 inh -0.7 and CHT inh inactive.
C/C(=N\NC(=O)c1cccc(Cl)c1)c1cccc(NC(=O)C(C)C)c1 was read as CHT allo act inactive, STK33 inh -0.4 and CHT inh inactive.
Screening CC(=O)Oc1ccc(C(=O)NCc2ccco2)cc1 returned CHT allo act inactive, STK33 inh -3.6 and CHT inh inactive.

Part of the list above in order of heavy-atom count, smallest number first.
Screening CC(=O)Oc1ccc(C(=O)NCc2ccco2)cc1 returned CHT allo act inactive, STK33 inh -3.6 and CHT inh inactive.
`Cc1ccccc1-c1nnc(SCc2ccccc2)o1` gave CHT allo act inactive, STK33 inh 0.0 and CHT inh inactive.
`S=C(Nc1cccc(Cl)c1Cl)N1CCC2(CC1)OCCO2` gave CHT allo act inactive, STK33 inh -0.5 and CHT inh inactive.
Oc1c(Br)cc(Br)cc1/C=N/NC(=S)N[C@H]1CC2C=CC1C2 (stereo not given in full) was read as CHT allo act inactive, STK33 inh -0.7 and CHT inh inactive.
Screening CCCCc1cc(=O)oc2cc(C)c(CN3CCCC3)c(O)c12 returned CHT allo act inactive, STK33 inh 0.5 and CHT inh inactive.
Cc1noc(C)c1COC(=O)c1ccccc1Oc1ccccc1 was read as CHT allo act inactive, STK33 inh -0.3 and CHT inh inactive.
C/C(=N\NC(=O)c1cccc(Cl)c1)c1cccc(NC(=O)C(C)C)c1 was read as CHT allo act inactive, STK33 inh -0.4 and CHT inh inactive.
CC1Cc2ccccc2N1C(=O)c1ccc(N2CCCC2)c([N+](=O)[O-])c1 (stereo not given) was read as CHT allo act inactive, STK33 inh -0.9 and CHT inh inactive.
`COc1ccc(CNC(=O)C2CCCN(S(=O)(=O)N3CCC(C)CC3)C2)c(OC)c1` (stereo not given) gave CHT allo act inactive, STK33 inh 0.1 and CHT inh inactive.
O=C(NCC1c2ccccc2CCN1C(=O)CN1C(=O)c2ccccc2C1=O)C1CCCCC1 (stereo not given) was read as CHT allo act inactive, STK33 inh -0.8 and CHT inh inactive.

Further structures follow:
For CCOc1ccc(S(=O)(=O)NCCC(=O)NCC(c2ccc(OC)cc2)N2CCCCC2)cc1 (stereo not given) the results were CHT allo act inactive, STK33 inh -0.6 and CHT inh inactive.
CCc1ccc(C(C)NC(=O)c2cc(C)oc2C)cc1 (stereo not given) was read as CHT allo act inactive, STK33 inh -2.3 and CHT inh inactive.
`O=C(Nc1ccc(S(=O)(=O)Nc2nccs2)cc1)c1cc(-c2ccccc2Cl)nc2ccccc12` gave CHT allo act inactive, STK33 inh -0.5 and CHT inh inactive.
Screening N#C/C(=C\c1ccco1)C(=O)NCC1CCCO1 (stereo not given) returned CHT allo act inactive, STK33 inh -0.1 and CHT inh inactive.
`O=C(OCc1cccc(F)c1)c1ccc2c(c1)-c1ccccc1C2=O` gave CHT allo act inactive, STK33 inh -1.4 and CHT inh inactive.
For CCOC(=O)c1[nH]c(C)c(C(=O)Nc2cc(Cl)ccc2C)c1C the results were CHT allo act inactive, STK33 inh -0.8 and CHT inh inactive.
For CCOC(=O)C(C)n1cnc2c(nnn2-c2ccc(C)cc2)c1=O (stereo not given) the results were CHT allo act inactive, STK33 inh -1.2 and CHT inh inactive.
CCOc1ccc(OCCC(=O)Nc2ccc(F)cc2C)cc1 was read as CHT allo act inactive, STK33 inh -0.3 and CHT inh inactive.
Screening COC(=O)N/N=C/c1cn(Cc2c(Cl)cccc2Cl)c2ccccc12 returned CHT allo act inactive, STK33 inh -1.4 and CHT inh inactive.
O=C(N/N=C/c1ccc(Cl)cc1)c1ccc2c(c1)OCO2 was read as CHT allo act inactive, STK33 inh -0.8 and CHT inh inactive.
For Cc1ccc(CC(=O)Nc2cccc([N+](=O)[O-])c2)cc1 the results were CHT allo act inactive, STK33 inh -0.8 and CHT inh inactive.
For COC(=O)Cc1ccc(NC(=S)Nc2ccccn2)cc1 the results were CHT allo act inactive, STK33 inh 0.2 and CHT inh inactive.
Screening Cc1ccc(C)c(OC(C)C(=O)Nc2nccs2)c1 (stereo not given) returned CHT allo act inactive, STK33 inh -3.4 and CHT inh inactive.
Screening Cc1ccccc1C(=O)NC(=S)N(C)CCc1ccccn1 returned CHT allo act inactive, STK33 inh 0.2 and CHT inh inactive.
O=c1cc(CSc2ccc(Cl)cc2)nc(N2CCOCC2)[nH]1 was read as CHT allo act inactive, STK33 inh 0.1 and CHT inh inactive.
`CN(Cc1ccc(Cl)cc1Cl)C(=O)CNC(=O)c1ccco1` gave CHT allo act inactive, STK33 inh -1.6 and CHT inh inactive.
COCCNC(=O)C(c1ccco1)N(C(=O)Cn1nnc2ccccc21)c1ccc(C)cc1C (stereo not given) was read as CHT allo act inactive, STK33 inh -5.4 and CHT inh inactive.
Cc1cccc(N(C)C(=O)CN2C(=O)COc3ccc(S(=O)(=O)N4CCCCCC4)cc32)c1 was read as CHT allo act inactive, STK33 inh -1.0 and CHT inh -6.38*.
For CCN(Cc1ccccc1)S(=O)(=O)c1cc(C(=O)NCCCN(C)C)ccc1OC the results were CHT allo act inactive, STK33 inh -0.2 and CHT inh inactive.
For COC(=O)c1ccccc1NC(=O)NC1CCC(C)CC1 (stereo not given) the results were CHT allo act inactive, STK33 inh -1.4 and CHT inh inactive.
Cn1c(=O)c2[nH]c(N3CCN(c4ccccc4)CC3)nc2n(C)c1=O was read as CHT allo act inactive, STK33 inh 1.0 and CHT inh inactive.
For O=C(CCOc1ccccc1)Nc1ccccc1 the results were CHT allo act inactive, STK33 inh -2.1 and CHT inh inactive.
COc1ccc(/C=C2\SC(N)=NC2=O)cc1Cl was read as CHT allo act inactive, STK33 inh -0.4 and CHT inh inactive.
`C=CCn1c(SCC(=O)Nc2cc(C)cc(C)c2)nnc1-c1cnccn1` gave CHT allo act inactive, STK33 inh -0.1 and CHT inh inactive.
`O=C(Nc1ccc(Cl)cc1F)C1CCN(S(=O)(=O)c2cccc3nonc23)CC1` gave CHT allo act inactive, STK33 inh -1.5 and CHT inh inactive.
`CC1CCC(NC(=O)C2(C)CCC(=O)N2Cc2cccnc2)CC1` (stereo not given) gave CHT allo act inactive, STK33 inh -3.5 and CHT inh inactive.
`CC(NCC(O)COCCC12CC3CC(CC(C3)C1)C2)c1ccccc1` (stereo not given) gave CHT allo act inactive, STK33 inh 1.0 and CHT inh inactive.
CC1CCCN(C(=O)CSc2nnc(-c3ccco3)n2C)C1 (stereo not given) was read as CHT allo act inactive, STK33 inh -0.6 and CHT inh inactive.
CC1CCCCN1C(=O)COC(=O)CNC(=O)c1sc2ccccc2c1Cl (stereo not given) was read as CHT allo act inactive, STK33 inh -0.3 and CHT inh inactive.
`COc1cccc(C2(O)CCN(C(=O)Cc3cccnc3)CC2)c1` gave CHT allo act inactive, STK33 inh 1.3 and CHT inh inactive.
`Cc1ccc(NCC(=O)Nc2ccc(Br)cc2)cc1C` gave CHT allo act inactive, STK33 inh -1.0 and CHT inh inactive.
Screening COc1ccc(C(CNS(=O)(=O)c2ccc(F)cc2)N2CCN(C)CC2)cc1 (stereo not given) returned CHT allo act inactive, STK33 inh -1.0 and CHT inh inactive.
O=C(CSc1ccsc1[N+](=O)[O-])N1CCCCCC1 was read as CHT allo act inactive, STK33 inh -0.4 and CHT inh inactive.
CCOC(=O)c1c(-c2ccc(F)cc2)csc1NC(=O)CCN1CCOCC1 was read as CHT allo act inactive, STK33 inh -0.7 and CHT inh inactive.
Screening COc1ccc(Br)cc1/C=C1\Oc2ccccc2NC1=O returned CHT allo act inactive, STK33 inh 0.1 and CHT inh inactive.
Screening O=C(COC(=O)c1cccc(C(F)(F)F)c1)NCc1ccccc1 returned CHT allo act inactive, STK33 inh -0.8 and CHT inh inactive.
Screening CC(C)CNS(=O)(=O)c1cc2c3c(c1)CC(=O)N3CCC2 returned CHT allo act inactive, STK33 inh -2.1 and CHT inh inactive.
`CC(Nc1ccccc1)c1ccncc1` (stereo not given) gave CHT allo act inactive and CHT inh inactive.
Screening O=C(CN1CCN(C(=O)c2ccco2)CC1)Nc1ccc2c(c1)OCCO2 returned CHT allo act inactive, STK33 inh -0.6 and CHT inh inactive.
For CC(C)NC(=O)c1ccc(C(C)C)cc1 the results were CHT allo act inactive, STK33 inh -0.2 and CHT inh inactive.
`COc1ccc(NC(=O)CSc2ccc(-c3cccnc3)nn2)cc1` gave CHT allo act inactive, STK33 inh -0.1 and CHT inh inactive.
`CSc1ncc(F)c(N(CCO)CCO)n1` gave CHT allo act inactive, STK33 inh -4.0 and CHT inh inactive.
Cc1cccc(NCc2ccc(Br)cc2)n1 was read as CHT allo act inactive, STK33 inh 0.0 and CHT inh inactive.
Screening CCn1c(NCc2ccco2)nc2ccccc21 returned CHT allo act inactive, STK33 inh -0.7 and CHT inh inactive.
`CC(=O)c1cccc(N2C(=O)C3C4CCC(C4=C(C)C)C3C2=O)c1` (stereo not given) gave CHT allo act inactive, STK33 inh 0.7 and CHT inh inactive.
For CCOC(=O)c1cnc(SCC(=O)Nc2ccc(NC(=O)CC)c(OC)c2)nc1N the results were CHT allo act inactive, STK33 inh -2.5 and CHT inh inactive.
Screening Cc1cc(=O)oc(C)c1C(=O)Nc1cccc2nonc12 returned CHT allo act inactive, STK33 inh -0.8 and CHT inh inactive.
Screening O=C(CSc1nc2ccccc2c(=O)n1-c1ccccc1Cl)Nc1cccc(S(=O)(=O)N2CCOCC2)c1 returned CHT allo act inactive, STK33 inh -0.9 and CHT inh inactive.
